Compound activity from PubChem.
TRPC4 inh – blocks the mouse TRPC4 cation channel; 300,000 tested, 0.39% active; HEK293 TRPC4beta/mu-opioid, DAMGO-evoked Fluo4 calcium flux; stronger effect = lower value; B-score at 10 µM; Q9QUQ5;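 active = B-score over 3 SD under the library average, no early fluorescence shift, positive overall ratio signal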
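Material: HEK293 cells with stable TRPC4beta plus mu-opioid receptor expression / Probe or stimulus: DAMGO in two steps, submaximal then maximal / Compound: single concentration per test compound / Technique: kinetic Fluo4 fluorescence imaging of calcium influx / Read-out: per-well B score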
MrgX1 antagonist – blocks BAM8-22 activation of human MrgX1 receptor | Q96LB2 | MRGX1-HEK293 calcium flux, Fluo-4, BAM8-22 antagonism; stronger effect = lower value | B-score at 10 µM | 310,000 tested, 1.3% active;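 active = calcium-response B-score plate-corrected more than 3 library SD below zero, starting fluorescence within 5 deviations, no agonist response on first addition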;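 note: peak minus trough fluorescence over baseline after final BAM8-22 challenge near maximal dose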
Target sequence (Q96LB2 whole entry, looked up): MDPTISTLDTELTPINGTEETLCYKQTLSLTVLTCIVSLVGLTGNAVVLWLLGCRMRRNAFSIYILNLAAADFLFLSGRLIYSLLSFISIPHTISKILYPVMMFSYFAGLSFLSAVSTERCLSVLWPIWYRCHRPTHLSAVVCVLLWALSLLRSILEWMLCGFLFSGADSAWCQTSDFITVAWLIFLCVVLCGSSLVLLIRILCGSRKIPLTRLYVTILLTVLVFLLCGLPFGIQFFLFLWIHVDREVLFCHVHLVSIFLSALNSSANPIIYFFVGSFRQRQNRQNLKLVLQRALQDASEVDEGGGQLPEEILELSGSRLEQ
SKKanGAS inh – SKKanGAS growth inhibition | S. pyogenes SKKanGAS, kanamycin growth, BacTiter-Glo, 6 h | inhibition, % at 7.5 µM | 300,000 tested, 1.3% active;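 active = mean replicate score, as percent of positive control median, at least 50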;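 note: strain carries kanamycin resistance gene driven by streptokinase promoter and grows in 40 µg/ml kanamycin; loss of luminescence reflects streptokinase promoter inhibition or plain growth inhibition; 0% = median of DMSO wells and 100% = positive control at its reference dose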
TRPC4 PAM – allosterically enhances the mouse TRPC4 cation channel | 310,000 tested, 0.42% active | Q9QUQ5 | B-score at 10 µM | HEK293 TRPC4beta/mu-opioid, DAMGO EC20, Fluo-4 Ca2+ flux; stronger effect = higher value;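 active = B-score of calcium response area above 5 SD of library B-scores, with initial fluorescence ratio within 5 SD of library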;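 note: B-score of integrated fluorescence ratio over time as area under calcium response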
TRPC4 agonist – activators of mouse TRPC4 channel; Q9QUQ5; HEK293 TRPC4beta/mu-opioid, Fluo4 calcium fluorescence; stronger effect = higher value; B-score at 10 µM; 310,000 tested, 0.49% active; AID 2237;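 active = B-score above 5 SD of library B-scores, and initial fluorescence ratio not above library mean plus 5 SD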;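 note: positive B-score marks a calcium rise read as TRPC4 activation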
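Technique: kinetic Fluo4 calcium fluorescence; Test system: TRPC4beta and mu-opioid receptor HEK293 stable cells; Measure: B-scored integrated calcium fluorescence ratio; Benchmarks: low control buffer alone, high control maximal DAMGO; Schedule: 45 min room-temperature Fluo4 loading, 110 s read.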
TRPC6 inh – inhibitors of mouse TRPC6 channel; HEK293-TRPC6, membrane potential dye, ACh-evoked depolarization; stronger effect = lower value; 310,000 tested, 1.1% active; B-score at 10 µM; AID 2553;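 active = B-score under library mean minus 3 SD, initial fluorescence not abnormally high, positive integrated signal ratio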;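 note: B-score derived from integrated fluorescence ratio over the kinetic read; more negative B-score means stronger inhibition of depolarization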
HIF act – HIF pathway transcriptional activation. 300,000 tested, 0.32% active. AID 1910. U2OS HRE-luciferase reporter, luminescence; normalized: DMSO 0%, desferrioxamine 100%. activation, % at 7.5 µM (by protocol);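 active = mean activation of at least 10% of the iron chelator positive control signal, with at least half of replicates also reaching 10%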
TRPC6 activator – activators of mouse TRPC6 channel; HEK293-TRPC6 membrane potential dye fluorescence; stronger effect = higher value; B-score at 10 µM; 310,000 tested, 0.13% active; AID 2550;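 active = B-score of the integrated fluorescence ratio above library mean plus 3 SD, and starting fluorescence ratio within library mean plus 5 SD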;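 note: higher score means more depolarization so channel activation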
aSyn UTR inh – MLPCN primary screen, SNCA 5' untranslated region | alpha-synuclein 5'UTR reporter, inhibitor activity | inhibition, % (tested at 7.5 µM) | 300,000 tested, 0.82% active | AID 1813; in the data active = inhibition above about 60%;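 note: H4 neuroglioblastoma cells stably carrying SNCA 5'UTR luciferase fusion; 0% = DMSO wells and 100% = positive control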
IEC-6 cytotox – counter-screen for KLF5 inhibitors: cytotoxicity in IEC-6 cells. AID 1825. inhibition, % at 5 µM. 290,000 tested, 0.78% active. IEC-6 cytotoxicity, luminescence viability; in the data active = inhibition above about 22%;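 note: 0% = plate median of test compound wells and 100% = cytotoxic reference compound wells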
KLF5 inh – kruppel-like factor 5 inhibition | 290,000 tested, 0.23% active | inhibition, % at 5 µM | DLD-1 KLF5 promoter-luciferase reporter, luminescence | AID 1700;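 active = inhibition above a per-plate limit of that plate's mean compound inhibition plus 3 SD, cut at about 60% in these data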;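 note: 0% = DMSO wells and 100% = LY294002 at 200 µM; higher means less KLF5 promoter-driven luciferase light; inactives centre near -14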
An asterisk follows results filed as active; i = inactive; · = not tested or not shown.

No.	SMILES	TRPC4 inh	MrgX1 antagonist	SKKanGAS inh	TRPC4 PAM	TRPC4 agonist	TRPC6 inh	HIF act	TRPC6 activator	aSyn UTR inh	IEC-6 cytotox	KLF5 inh
1	CCNC(=O)C(=O)N/N=C/c1cc([N+](=O)[O-])ccc1O	i	i	2	i	i	i	-0.2	i	-3	6	-35
2	CN1CCN(C2=C(NS(=O)(=O)c3cccs3)C(=O)c3ccccc3C2=O)CC1	i	i	5	i	i	i	-0.2	i	21	1	-42
3	O=C(c1cccc(F)c1)N1CCN(Cc2ccc3c(c2)OCO3)CC1	i	i	-1	i	i	i	0.5	i	5	3	-17
4	CCOc1[nH]n(-c2ccccc2)c(=O)c1C=NCc1ccncc1	i	i	-1	i	i	i	0.0	i	14	7	-24
5	Cc1ccc2nc(/C(C#N)=C\c3cc(O)ccc3[N+](=O)[O-])[nH]c2c1	i	i	7	i	i	i	1.0	i	-24	0	0
6	C=CCNc1cc(C)oc(=O)c1C(=O)CCC	i	i	2	i	i	i	0.1	i	8	2	-22
7	CCC1CCCCN1CCCNC(=O)c1ccc2c(c1)c(C)c(C)n2CC (stereo not drawn)	i	i	-5	i	i	i	-0.5	i	1	-6	-13
8	CC(O)CSc1nc2c(c(=O)n(C)c(=O)n2C)n1CCCc1ccccc1 (stereo not drawn)	i	i	-6	i	i	i	0.0	i	-4	·	·
9	COc1ccc(OCC(O)CNC(=O)Nc2ccccc2)cc1 (stereo not drawn)	i	i	-3	i	i	i	0.7	i	7	2	-14
10	Cc1csc(NC(=O)C2CCCN(S(=O)(=O)c3cccnc3)C2)n1 (stereo not drawn)	i	i	-16	i	i	i	-0.2	i	4	-3	-17
11	Cc1ccc2nc(NC(=O)C3CCCN(S(=O)(=O)c4cccc5nsnc45)C3)sc2c1 (stereo not drawn)	i	i	27	i	i	i	-27	i	-45	3	3
12	CS(=O)(=O)N1CCc2cc(C(=O)Nc3ccc(Br)cc3)ccc21	i	i	-7	i	i	i	0.6	i	-77	5	-80
13	C=CCc1cc(C)ccc1OCCOCCn1ccnc1	i	i	-8	i	i	i	0.0	i	-7	6	6
14	CCC1(c2ccc(F)cc2)NC(=O)N(CC(=O)NC2CC2)C1=O (stereo not drawn)	i	i	-4	i	i	i	-0.5	i	-5	·	·
15	Clc1ccc(-n2nnc(-c3cccnc3Cl)n2)cn1	i	i	-3	i	i	i	3.6	i	-130	0	-31
16	Cc1ccc(-n2nc3c(c2NC(=O)c2ccco2)CS(=O)C3)cc1 (stereo not drawn)	i	i	1	i	i	i	0.0	i	18	2	-33
17	CCSc1nnc(NC(=O)c2cccc(S(=O)(=O)N(C)c3ccc(C)cc3)c2)s1	i	i	22	i	i	i	-3.1	i	25	4	-7
18	O=C(Nc1ccccc1C(F)(F)F)c1cccnc1	i	i	1	i	i	i	-1.2	i	7	-1	-26
19	CCCC(=O)Nc1ccc(-c2nc3cc(C)c(C)cc3o2)cc1	i	i	-7	i	i	i	2.6	i	-110	1	-89
20	O=C1/C(=C/c2ccc3c(c2)OCO3)CCC/C1=C\c1ccc2c(c1)OCO2	i	i	-5	i	i	i	·	i	-83	-4	-37
21	O=C(O)CC(c1cccc2ccccc12)n1cccc1 (stereo not drawn)	i	i	1	i	i	i	-2.1	i	25	1	0
22	CCN(CC)CC(=O)Nc1ccc(C)cc1C(=O)c1ccccc1	i	i	2	i	i	i	0.0	i	-6	-12	-12
23	CCOc1cc(/C=C/c2nc3cc(C)c(C)cc3s2)ccc1OCC(=O)N1CCOCC1	i	i	4	i	i	i	-0.6	i	2	4	8
24	CCOc1cc(C)c(C(C)C)cc1S(=O)(=O)n1ccc(C)n1	i	i	1	i	i	i	0.2	i	20	-6	-51
25	Cc1ccc(NC(=S)NC(=O)Cc2ccccc2)c(O)c1	i	i	-5	i	i	i	1.5	i	-28	0	-37
26	COc1ccc(NC(=O)CCNS(=O)(=O)c2ccc(Br)s2)cc1	i	i	-22	i	i	i	-0.3	i	30	5	-15
27	CCSC1=NCCN1C(=O)c1ccc(S(=O)(=O)N(CC)CC)cc1	i	i	4	i	i	i	-0.2	i	-9	-4	-26
28	CCS(=O)(=O)c1nc(S(=O)(=O)c2ccc(C)cc2)c(NCCCn2ccnc2)s1	i	i	2	i	i	i	0.1	i	3	-3	-11
29	CCCCNC(=S)N(C)/N=C/c1ccccc1C(=O)O	i	i	8	i	i	i	-0.3	i	1	3	-30
30	COc1ccccc1CN1CC(C(=O)NCc2ccc(C)c(F)c2)CCC1=O (stereo not drawn)	i	i	1	i	i	i	-0.4	i	1	8	-10

Later entries.
No.	SMILES	TRPC4 inh	MrgX1 antagonist	SKKanGAS inh	TRPC4 PAM	TRPC4 agonist	TRPC6 inh	HIF act	TRPC6 activator	aSyn UTR inh	IEC-6 cytotox	KLF5 inh
31	O=C(O)c1cccnc1Sc1ccccc1Cl	i	i	-1	i	i	i	-0.2	i	-5	-2	-60
32	COC(=O)C1CN(C(=O)COc2ccc(C)cc2)c2ccccc2O1 (stereo not drawn)	i	i	5	i	i	i	-1.5	i	-12	-1	-8
33	CC(C)Oc1cccc(C(=O)C2CCCN(C(=O)c3ccnn3C)C2)c1 (stereo not drawn)	i	i	-2	i	i	i	0.2	i	-6	-2	-17
34	COc1cc(C(=O)OCC(=O)NC(N)=O)cc(CN2C(=O)c3ccccc3C2=O)c1OC	i	i	5	i	i	i	1.2	i	-10	3	-24
35	CCn1c2ccccc2c2cc(NC(=O)c3cccc(OC)c3OC)ccc21	i	i	3	i	i	i	0.8	i	-24	1	-9
36	COc1ccc(-c2ccnc(SCC(=O)N3CCN(c4ccccc4)CC3)n2)cc1	i	i	8	i	i	i	0.1	i	0	-3	0
37	Cc1ccc(SCC(=O)NCCC2=CCCCC2)cc1	i	i	9	i	i	i	0.8	i	-27	2	-13
38	CC(C)c1nnc(NC(=O)Cc2ccccc2[N+](=O)[O-])s1	i	i	3	i	i	i	0.5	i	-40	6	-19
39	O=C(O)c1ccc(CSc2nnc(-c3ccccc3)n2-c2ccccc2)cc1	i	i	-5	i	i	i	-0.3	i	11	3	0
40	CCC(=O)c1ccc2ncccc2c1	i	i	1	i	i	i	0.5	i	3	-7	-14
41	CN1CCN(C(=O)CN(C2CCCCC2)S(=O)(=O)c2ccc(Br)cc2)CC1	i	i	-3	i	i	i	0.4	i	-7	-2	-27
42	Cn1c(SCC(N)=O)nnc1-c1cnccn1	i	i	-9	i	i	i	-0.5	i	18	5	-13
43	CCCN1C2CCCC1CC(NC(=O)c1ccc(Br)cc1)C2 (stereo not drawn)	i	i	-2	i	i	i	-16	i	-7	2	-22
44	Cc1cc(C)c(S(=O)(=O)Nc2c(C)[nH]c(=O)[nH]c2=O)c(C)c1	i	i	1	i	i	i	-2.8	i	24	1	-21
45	CCN(C(=S)Nc1ccc(Oc2ccccc2)cc1)c1ccccc1	i	i	6	i	i	i	-0.2	i	-19	-4	-17
46	CCOc1cccc2c1OC1(C)CC2NC(=O)N1c1cccc(C(=O)NCc2ccccn2)c1 (stereo not drawn)	i	i	-3	i	i	i	0.0	i	18	-3	-16
47	O=C(/C=C\c1ccc2c(c1)OCO2)CC1(O)C(=O)Nc2ccccc21 (stereo not drawn)	i	i	4	i	i	i	0.1	i	-50	9	-25
48	Cc1cccc(OCCCC(=O)Nc2ccc(S(=O)(=O)Nc3ncccn3)cc2)c1C	i	i	24	i	i	i	-0.2	i	12	-4	-18
49	Cc1nn(-c2ccccc2)c2[nH]c(=O)c(CNCc3ccc4c(c3)OCO4)cc12	i	i	-2	i	i	i	-2.7	i	-14	14	4
50	N#CCSc1nnc(CNc2ccc(F)cc2)o1	i	i	8	i	i	i	-0.2	i	-1	-5	-35
51	CC(C)S(=O)(=O)c1cnc(-c2ccccn2)nc1N	i	i	3	i	i	i	0.0	i	-49	-7	-31
52	Cc1cccc(CSc2nnc(-c3ccccn3)n2N)c1	i	i	3	i	i	i	0.8	i	-69	6	-29
53	COc1c(Cl)cnn(-c2ccccc2)c1=O	i	i	-4	i	i	i	0.1	i	4	-2	-24
54	O=C1NC2(CCCC2)Oc2ccccc21	i	i	8	i	i	i	-0.2	i	8	0	-14
55	CCOC(=O)c1ccc(NC(=O)CN2C(=O)CNC2=O)cc1	·	i	3	i	i	i	-0.2	i	-17	3	-26
56	Cc1cccc(C)c1NC(=O)COC(=O)CCC(=O)c1cccs1	i	i	0	i	i	i	-29	i	-6	-2	-37
57	CCN(CC)S(=O)(=O)c1ccc(C)c(NC(=O)/C=C/c2cccs2)c1	i	i	-3	i	i	i	-0.2	i	-11	8	-2
58	CC(C)Cc1cc(C(=O)Nc2cccnc2)no1	i	i	-2	i	i	i	3.7	i	-48	-3	-33
59	O=C(C[n+]1cccc(O)c1)NCc1ccc(Cl)cc1	i	i	9	i	i	i	-0.2	i	4	3	-1
60	COc1ccc(-c2[nH]ncc2-c2nc(C)cs2)c(O)c1	i	i	-17	i	i	i	0.0	i	7	5	-24

(continued)
No.	SMILES	TRPC4 inh	MrgX1 antagonist	SKKanGAS inh	TRPC4 PAM	TRPC4 agonist	TRPC6 inh	HIF act	TRPC6 activator	aSyn UTR inh	IEC-6 cytotox	KLF5 inh
61	COc1ccc(O)c(/C=N/NS(=O)(=O)c2ccc(C)cc2)c1	i	i	7	i	i	i	0.3	i	-17	9	-46
62	Cc1ccc(Cn2c(=O)n(-c3ccccc3)c(=O)c3ccc(C(=O)NCc4ccco4)cc32)cc1	i	i	5	i	i	i	·	i	16	-8	-13
63	COc1ccc(CCNC(=O)COc2ccc([N+](=O)[O-])cc2)cc1	i	i	3	i	i	i	-0.1	i	-4	-4	-19
64	CCOC(=O)c1c(NC(=O)c2cc3n(n2)C(C(F)(F)F)CC(c2ccccc2)N3)sc(C)c1C (stereo not drawn)	i	i	5	i	i	i	0.2	i	47	0	-21
65	C#Cc1ccc([C@@H]2C=C(C(=O)OCC=C)O[C@H](OCCCCO)C2)cc1	i	i	6	i	i	i	-2.5	i	18	-5	3
66	C=CCn1cc(/C=C2\SC(N3CCOCC3)=NC2=O)c2ccccc21	i	i	-3	i	i	i	0.9	i	-16	7	-11
67	O=C(O)Cc1ccc(NC(=O)Nc2cccc3ccccc23)cc1	i	i	8	i	i	i	-0.1	i	-26	1	2
68	COc1ccc(C(=O)NCC(c2cccs2)N2CCc3ccccc32)c(OC)c1 (stereo not drawn)	i	i	19	i	i	i	-1.0	i	2	·	·
69	O=C(CCCCCN1C(=O)CCC1=O)Nc1ccc(Br)cc1F	i	i	-3	i	i	i	-0.6	i	-13	-3	-27

Compounds as they come; overall some 5.8% were active at least once.
